Screens: PubChem BioAssay, several laboratories
MEP2-GFP yeast = modulators of TOR pathway MEP2-GFP in S. cerevisiae. S. cerevisiae MEP2-GFP strain, flow cytometry GFP, 3 h; 100% = DMSO control level. GFP response vs DMSO, % at 10 µM. 330,000 tested, 0.51% active. AID 2016;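 active = GFP response versus DMSO above a set limit, roughly screen mean plus 3 SD, cut at about 180% in these data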;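 note: median GFP fluorescence of the barcode-gated MEP2-GFP cells per well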
CIT2 TOR yeast = modulators of TOR pathway CIT2-GFP in S. cerevisiae; AID 2029; S. cerevisiae CIT2-GFP strain, flow cytometry, 3 h; 100 means same as DMSO wells; 320,000 tested, 0.065% active; GFP response vs DMSO, % at 10 µM;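 active = GFP response relative to DMSO above a set limit, near the screen mean plus 3 SD, cut at about 150% in these data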;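 note: ratio of well median GFP fluorescence to mean of DMSO wells on the plate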
LAP4 TOR yeast = yeast TOR pathway LAP4-GFP modulation; S. cerevisiae LAP4-GFP multiplex, flow cytometry GFP, 3 h; median GFP as percent of DMSO wells; GFP response vs DMSO, % at 10 µM; AID 2023; 320,000 tested, 0.34% active;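 active = GFP response vs DMSO above a set limit, about the screen mean plus 3 SD, cut at about 150% in these data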
AGP1 TOR yeast = modulators of TOR pathway AGP1-GFP in S. cerevisiae; S. cerevisiae AGP1-GFP multiplex flow cytometry, 3 h; GFP as percent of DMSO wells; GFP response vs DMSO, % at 10 µM; 320,000 tested, 0.02% active; AID 2066;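 active = GFP response relative to DMSO above a set limit, near screen average plus 3 SD, cut at about 150% in these data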;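 note: median GFP channel fluorescence of the gated AGP1 strain per well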
VLA-4 inh = inhibition in a human VLA-4 binding assay | VLA-4 expressing cells, ligand binding flow cytometry | 330,000 tested, 0.2% active | inhibition, % (about 7 µM as worked out from the volumes in the protocol) | AID 2557; in the data active = inhibition above about 50%
JMJD2C inh = inhibitors of human GASC-1 (JMJD2C) demethylase; Q9H3R0; GST-JMJD2C(1-420) H3K9me3 demethylation, DELFIA europium; inhibition, % at 2.35 µM; 330,000 tested, 0.069% active;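 active = more than half of a compound's replicate wells show inhibition beyond 50%, single wells judged on their own value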;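 note: signal counts dimethyl H3K9 product captured on neutravidin plate; 0% = median of DMSO wells and 100% = 0.3 times that DMSO median; strong numbers were not always called active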
Target sequence (Q9H3R0 1-420 limits assumed): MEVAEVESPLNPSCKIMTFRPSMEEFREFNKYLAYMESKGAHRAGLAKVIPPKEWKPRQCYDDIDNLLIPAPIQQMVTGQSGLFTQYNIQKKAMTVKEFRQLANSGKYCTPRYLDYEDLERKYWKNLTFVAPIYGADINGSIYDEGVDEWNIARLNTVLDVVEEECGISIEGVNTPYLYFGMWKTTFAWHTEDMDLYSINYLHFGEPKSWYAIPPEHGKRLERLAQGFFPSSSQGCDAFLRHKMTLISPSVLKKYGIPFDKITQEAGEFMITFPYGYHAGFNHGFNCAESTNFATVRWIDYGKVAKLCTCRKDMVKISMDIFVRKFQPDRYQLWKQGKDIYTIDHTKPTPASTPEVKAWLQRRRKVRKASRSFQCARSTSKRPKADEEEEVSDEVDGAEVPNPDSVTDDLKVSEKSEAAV
RPL19A TOR yeast = modulators of TOR pathway RPL19A-GFP in S. cerevisiae; S. cerevisiae RPL19A-GFP strain, flow cytometry, 3 h; stronger effect = lower value; percent response vs DMSO, % at 10 µM; 330,000 tested, 0.3% active;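 active = percent response vs DMSO below 50%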;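 note: median channel GFP fluorescence of the barcoded RPL19A-GFP strain; ratio of sample median GFP to plate DMSO average so 100% = DMSO; lower means less RPL19A-GFP as with rapamycin TOR inhibition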
GRK2 aptamer HTS = human GRK2 inhibition via aptamer displacement; P25098; bead flow cytometry, FAM-aptamer displacement from GRK2; inhibition of aptamer binding, % at 10 µM; 330,000 tested, 0.59% active;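 active = inhibition of aptamer binding above 40%, roughly 3 SD of noise, on plates passing a quality check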;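 note: median bead fluorescence of bound FAM aptamer so fluorescent compounds give negative values; no value below 0 was filed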
Target sequence (P25098 whole entry, looked up): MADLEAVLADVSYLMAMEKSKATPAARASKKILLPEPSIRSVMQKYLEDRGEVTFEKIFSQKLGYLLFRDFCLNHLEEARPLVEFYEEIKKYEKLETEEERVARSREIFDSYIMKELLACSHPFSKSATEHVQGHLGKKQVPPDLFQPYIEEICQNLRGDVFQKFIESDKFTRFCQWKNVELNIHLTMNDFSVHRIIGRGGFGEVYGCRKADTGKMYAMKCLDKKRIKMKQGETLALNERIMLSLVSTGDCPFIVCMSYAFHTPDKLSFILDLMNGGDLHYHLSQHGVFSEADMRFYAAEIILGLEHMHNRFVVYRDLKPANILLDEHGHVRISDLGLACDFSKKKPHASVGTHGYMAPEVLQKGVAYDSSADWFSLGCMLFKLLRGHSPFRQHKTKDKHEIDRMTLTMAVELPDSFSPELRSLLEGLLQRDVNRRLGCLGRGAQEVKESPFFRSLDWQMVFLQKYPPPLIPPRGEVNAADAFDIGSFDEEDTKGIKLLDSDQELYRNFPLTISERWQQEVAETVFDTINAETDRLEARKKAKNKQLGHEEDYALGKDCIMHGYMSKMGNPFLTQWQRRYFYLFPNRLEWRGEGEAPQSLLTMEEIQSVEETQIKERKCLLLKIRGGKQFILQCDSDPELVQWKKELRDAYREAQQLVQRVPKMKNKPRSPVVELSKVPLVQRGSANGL
* marks the source's active call; other numbers are inactive results; / = no result given. The list is partial; rates above refer to the full screens.

SMILES	MEP2-GFP yeast	CIT2 TOR yeast	LAP4 TOR yeast	AGP1 TOR yeast	VLA-4 inh	JMJD2C inh	RPL19A TOR yeast	GRK2 aptamer HTS
COC(=O)C1=C(c2cccc(OC)c2OC)C[C@@H]2CC[C@H]1N2C(=O)NC1CC1	104	95	92	98	25	1	100	0
NC(N)=Nc1ccc2[nH]c3c(c2c1)C[C@@]1(O)[C@H]2Cc4ccc(O)c5c4[C@@]1(CCN2CC1CC1)C3O5 (some centres not stated)	100	96	99	98	-6	/	97	0
CCN(CC)c1ccccc1	90	87	91	93	0	-8	97	0
CC(=O)c1cn(CCCOc2ccccc2)c2ccccc12	96	93	98	94	12	7	102	0
Cc1ccc2c(c1)CC1(CN2C)C(=O)NC(=O)N(CCC2=CCCCC2)C1=O (configuration not stated)	94	98	97	94	1	1	93	8
O=C(O)C1CSC(c2cccnc2)N1 (configuration not stated)	105	118	108	110	19	8	99	3
CCn1c(O)c(C=NCCc2c[nH]c3ccccc23)c(=O)[nH]c1=O	90	98	105	104	-3	0	101	1
CON(C)C(=O)Nc1ccc(Cl)cc1	100	89	90	98	10	82	102	0
Cc1cc(O)c2c(c1)C(=O)C13C(=C2O)C(=O)[C@H]2[C@@H](O)[C@@H]1[C@H]1[C@H](O)[C@@H]3C(=O)C3=C(O)c4c(O)cc(C)cc4C(=O)C312 (some centres not stated)	104	95	105	99	2	-4	101	16
O=C(O)CC[N+](=O)[O-]	102	75	104	80	-7	-27	97	3
COC(=O)[C@H]1C[C@@H]1[C@H](NP(=O)(c1ccccc1)c1ccccc1)c1ccccc1	91	81	108	89	12	1	108	0
C=CCn1c(O)c(C(CC)=Nc2ccc3c(c2)CCC3)c(=O)[nH]c1=O	96	106	107	100	-16	12	98	1
Cc1ccc2nsnc2c1-n1c(C)nc2ccccc2c1=O	105	99	99	100	1	4	102	1
COc1ccc(CCn2c(O)c(C=Nc3ccc(NC(C)=O)cc3)c(=O)[nH]c2=O)cc1OC	92	92	99	96	-3	-1	95	2
C[C@]12CCC(=O)CC1CCC1C2CC[C@]2(C)C(OC(=O)CCC(=O)O)CCC12 (some centres not stated)	105	79	136	91	3	0	98	0
c1ccc2c(CN3CCCCCCC3)c[nH]c2c1	102	92	90	101	-19	0	104	0
COc1ccccc1C1C([N+](=O)[O-])=C(N)Oc2c1c(=O)oc1ccccc21 (configuration not stated)	96	84	99	97	-1	-14	96	1
CN1C(=O)CC(c2ccccc2)Nc2ccccc21 (configuration not stated)	94	95	97	102	14	0	95	2
O=C1C2CCCN2C(c2cccnc2)N1c1ccc(Cl)c(Cl)c1 (configuration not stated)	106	110	97	102	0	0	99	1
O=C(c1ccccc1)C1NC1c1ccccc1 (configuration not stated)	100	94	104	102	3	0	100	1
CCN1CCN(C(=O)COc2ccc(S(=O)(=O)N3CCOCC3)cc2C)CC1	97	94	105	96	9	4	95	0
O=C(Nc1cccc(OC(=O)N2CCCCC2)c1)N1CCCCC1	106	105	107	94	0	3	102	0
Cc1ccc(-n2c(O)c(C=Nc3ccc(S(=O)(=O)N(C)C)cc3)c(=O)[nH]c2=O)cc1	102	94	101	101	14	6	102	3
COC(=O)C1=C(c2ccc(Cl)c(C(F)(F)F)c2)C[C@@H]2CC[C@H]1N2C	94	98	102	100	3	/	94	0
O=C1CC(c2cccnc2)=NN1c1ccccc1	100	88	125	103	-2	-15	94	0
The results go on.
SMILES	MEP2-GFP yeast	CIT2 TOR yeast	LAP4 TOR yeast	AGP1 TOR yeast	VLA-4 inh	JMJD2C inh	RPL19A TOR yeast	GRK2 aptamer HTS
COc1ccc(-n2nc(C(=O)NCC(=O)N3CCC4(CC3)OCCO4)c3ccccc3c2=O)c(OC)c1	108	112	94	100	22	0	101	0
CCOC(=O)c1cccc([P+](=O)O)c1	109	109	97	106	1	14	105	1
O=C(c1cc(-c2ccncc2)nc2ccccc12)N1CCC2(CC1)OCCO2	101	110	100	100	-5	-1	100	0
Cc1c2cnn(CC(=O)N3CCC4(CC3)OCCO4)c(=O)c2c(C)n1Cc1ccc(F)cc1	101	101	99	101	2	2	105	2
O=C1CC(N2CC=C(c3ccc(F)cc3)CC2)C(=O)N1c1ccc(F)cc1 (configuration not stated)	99	94	110	101	-3	-3	99	0
NCCc1ccc(S(N)(=O)=O)cc1	111	100	100	100	9	6	101	0
CN1CCN(c2ncnc3c2cnn3C)CC1	104	100	108	104	12	-15	107	0
COc1cccc(OP(=O)(Nc2ccccc2)Oc2cccc(OC)c2)c1	105	110	90	99	2	2	104	/
Cc1cccc(N2C(=O)CC(=O)NC2=O)c1	94	83	96	94	-4	2	93	3
Cc1ccc(C(C)C)c(OCC(=O)N2CCN(Cc3nc4cc([N+](=O)[O-])ccc4n3C)CC2)c1	110	99	109	100	1	-1	100	0
C/C=C1\CN2[C@H]3C[C@@]45c6ccccc6N(C)[C@H]4[C@@H]2CC1C3[C@H]5O (some centres not stated)	108	100	107	105	-23	-2	102	1
Cc1ccc(Cn2nc(C(=O)Nc3ccc(Br)cc3)cc2C)cc1	106	102	99	97	-7	-31	103	3
Nc1ccccc1C(=O)OCCc1ccccc1	89	81	100	98	11	-5	100	1
O=C(NCc1cccnc1)Nc1ccccc1Cl	93	96	94	93	-4	4	96	0
CC1CC(OP(O)(=S)c2ccc(N(C)C)cc2NC(=O)c2cccs2)CC(C)(C)C1 (configuration not stated)	104	99	98	100	-16	7	101	1
O=C(CCCc1ccccc1)NCCc1cnc[nH]1	105	92	97	89	14	-9	99	0
N#CC(C#N)=Cc1ccc(O)c(O)c1	102	93	108	93	-4	34	101	3
COc1ccccc1N1CCN(Cc2ccccc2)CC1	105	109	93	100	0	2	103	0
CN(C)c1ccc(/C=C2\C(=O)NC(=O)N(CCc3ccc(F)cc3)C2=O)cc1	100	101	130	102	-3	37	99	1
CCN(CC)CCCN=C(C)c1c(O)n(-c2ccccc2)c(=O)[nH]c1=O	106	108	101	114	8	-3	108	0
COC(=O)c1ccc(CC(C(=O)c2ccccc2)N(C)C)cc1 (configuration not stated)	108	106	99	98	-7	11	97	6
Cc1ccc2nc(N3CCC(C(=O)N4CCC5(CC4)OCCO5)CC3)sc2c1	100	96	97	93	2	-5	98	0
O=c1c2ccccc2nc(CSc2ncnc3nc[nH]c23)n1-c1ccccc1	99	/	88	99	9	-6	96	2
CCOC(=O)C(O)(c1ccc(N=Cc2ccccc2O)c(C)c1)C(F)(F)F (configuration not stated)	103	97	99	105	3	2	110	0
COC(=O)C1=Nc2ccccc2/C1=C\c1c(O)n(C)c(=O)n(C)c1=O	96	91	136	102	3	3	95	0

Four records drawn at random from the list so far:
SMILES	MEP2-GFP yeast	CIT2 TOR yeast	LAP4 TOR yeast	AGP1 TOR yeast	VLA-4 inh	JMJD2C inh	RPL19A TOR yeast	GRK2 aptamer HTS
COC(=O)C1=Nc2ccccc2/C1=C\c1c(O)n(C)c(=O)n(C)c1=O	96	91	136	102	3	3	95	0
COc1ccc(-n2nc(C(=O)NCC(=O)N3CCC4(CC3)OCCO4)c3ccccc3c2=O)c(OC)c1	108	112	94	100	22	0	101	0
Cc1cccc(N2C(=O)CC(=O)NC2=O)c1	94	83	96	94	-4	2	93	3
Cc1ccc(Cn2nc(C(=O)Nc3ccc(Br)cc3)cc2C)cc1	106	102	99	97	-7	-31	103	3

(next part)
SMILES	MEP2-GFP yeast	CIT2 TOR yeast	LAP4 TOR yeast	AGP1 TOR yeast	VLA-4 inh	JMJD2C inh	RPL19A TOR yeast	GRK2 aptamer HTS
CCOc1ccccc1OCC(=O)Nc1ccc(Cl)cc1C(=O)c1ccccc1	106	102	86	94	7	4	105	0
CC(C(=O)Nc1ccc(Cl)cc1Cl)N1CC=C(c2ccccc2)CC1 (configuration not stated)	103	100	94	98	3	9	102	4
Cc1cc(=O)n(-c2ccccc2)n1-c1ccccc1	101	104	92	93	-19	-4	99	8
O=P1(Nc2ccc(F)cc2)COc2ccccc2OC1	109	/	122	116	8	-7	117	0
CN(C)C1(c2nnnn2-c2ccc(Cl)cc2)CCCCC1	99	95	99	97	20	5	96	4
CNC(=O)O/N=C(\C)Cc1nnn(-c2cc(C)on2)n1	102	97	105	110	7	-2	99	1
Cc1cc(OCCN2CC2)c2ccccc2n1	107	91	91	86	13	-13	101	0
O=[N+]([O-])c1cc(Cl)c(Cl)cc1Cl	94	84	102	98	14	6	97	0
O=c1[nH]c(=O)n(Cc2ccco2)c(O)c1C=NC1CC1	103	95	97	96	-1	-6	101	0
COc1ccc(C(=O)NC(=S)N2C[C@H]3C[C@H](C2)c2cccc(=O)n2C3)cc1	116	114	102	114	-5	-49	100	3
COC(=O)C1=C(c2ccc3ccccc3c2)C[C@@H]2CC[C@H]1N2C(=O)N1CCCC1	88	91	101	98	8	1	93	0
N#CC(C#N)=Cc1ccc(N2CCOCC2)cc1	99	96	108	97	0	-1	96	0
CCCCn1c(O)c(C=NCc2ccc3c(c2)OCO3)c(=O)[nH]c1=O	117	89	135	128	-1	4	90	94*
COc1ccc(N2C(=O)NC(=O)/C(=C\c3ccc([N+](=O)[O-])s3)C2=O)cc1	95	84	119	93	-23	9	86	14
O=P1(Nc2cccnc2)COc2ccccc2OC1	98	99	98	97	15	-2	96	0
COc1cccc(C(=O)N2C[C@H]3C[C@@H](C2)c2cccc(=O)n2C3)c1	109	111	112	111	8	6	108	0
COc1cccc(CN2CC=C(c3ccc(F)cc3)CC2)c1	106	104	93	97	21	-23	99	0
CCCNC(=O)N1[C@H]2CC[C@@H]1C(C(=O)OC)=C(c1ccc(F)cc1OCc1ccccc1)C2	91	93	90	96	2	-14	92	1
CN1c2ccc([N+](=O)[O-])cc2CC2(C(=O)NC(=O)N(c3ccccc3)C2=O)C1c1ccccc1 (configuration not stated)	97	93	87	92	9	2	97	2
Cc1ccc2cc(CNCCc3ccccc3C)c(=O)[nH]c2c1	110	110	98	110	3	-4	103	0
CC(=O)N1N=C2C3CCN(CC3)C2C1c1ccc(F)cc1 (configuration not stated)	113	100	93	108	10	-11	102	0
CCCCn1c(O)c(C(CC)=Nc2ccc(C(=O)O)cc2)c(=O)[nH]c1=O	99	95	98	99	8	-3	97	0
CCOP(=O)(OCC)C1(O)C(=O)Nc2ccccc21 (configuration not stated)	99	109	101	103	31	1	102	2
NC(=O)CN1CCCC1=O	97	90	93	92	18	4	94	1
CCOC(=O)C1CCN(/C=C2\C(=O)NC(=S)N(CC)C2=O)CC1	111	105	96	108	5	-2	105	0
Carrying on:
SMILES	MEP2-GFP yeast	CIT2 TOR yeast	LAP4 TOR yeast	AGP1 TOR yeast	VLA-4 inh	JMJD2C inh	RPL19A TOR yeast	GRK2 aptamer HTS
O=c1[nH]c(=O)n(CCC2=CCCCC2)c(O)c1/C=N/Nc1ccccc1	101	104	87	99	14	12	105	6
CCC(C#N)(CC)P(=S)(c1ccccc1)c1ccccc1	103	103	102	105	6	13	105	4
CCOC(=O)[C@@]1(C#N)[C@@H]2C=CC(C(N)=O)=CN2[C@@H](C(N)=O)[C@@H]1c1cccc(Cl)c1	109	99	100	98	-14	1	96	2
O=C(c1cc(F)ccc1F)C1CCCN(Cc2ccc3nonc3c2)C1 (configuration not stated)	99	103	99	99	5	-4	99	0
CCOC(=O)c1[nH]c2ccc(OC)cc2c1C(SCC(=O)O)c1ccc(C(F)(F)F)cc1 (configuration not stated)	108	110	97	106	-7	6	109	3
COc1ccccc1NC1=NCCS1	108	105	96	109	5	0	101	0
CN1CCCN(C(=O)COc2ccccc2Br)CC1	97	100	75	99	-11	10	101	0
COc1ccc(C(=O)Nc2cccc(S(=O)(=O)NCc3ccco3)c2)cc1	100	100	93	98	3	1	99	6
CCN(CC)c1ccc(/C=C/[N+](=O)[O-])cc1	102	92	160*	91	13	-4	103	0
CCOC(=O)C1(CCc2ccccc2)CCN(CC(O)CO)CC1 (configuration not stated)	114	107	101	106	-7	-14	104	0
COc1cc(C(=O)OC2C[C@H]3CC[C@@H](C2)N3C)ccc1O (some centres not stated)	119	112	105	109	11	-2	117	3
